From PubChem BioAssay
MOR-DOR ag – agonists of OPRM1-OPRD1 heterodimerization, primary screen, cell-based, luminescence | hit rate 0.3% among 340,000 | Mu-type opioid receptor (Homo sapiens) + Delta-type opioid receptor (Homo sapiens), … | AID 504326, 2011 | activation, % at 9.3 µM | cells; in the data active = activation above about 18%;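 also: 0% = vehicle-treated cells and 100% = reference agonist; values of inactives mirror those of a sister screen read the other way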
Target sequence (P35372 whole entry, looked up): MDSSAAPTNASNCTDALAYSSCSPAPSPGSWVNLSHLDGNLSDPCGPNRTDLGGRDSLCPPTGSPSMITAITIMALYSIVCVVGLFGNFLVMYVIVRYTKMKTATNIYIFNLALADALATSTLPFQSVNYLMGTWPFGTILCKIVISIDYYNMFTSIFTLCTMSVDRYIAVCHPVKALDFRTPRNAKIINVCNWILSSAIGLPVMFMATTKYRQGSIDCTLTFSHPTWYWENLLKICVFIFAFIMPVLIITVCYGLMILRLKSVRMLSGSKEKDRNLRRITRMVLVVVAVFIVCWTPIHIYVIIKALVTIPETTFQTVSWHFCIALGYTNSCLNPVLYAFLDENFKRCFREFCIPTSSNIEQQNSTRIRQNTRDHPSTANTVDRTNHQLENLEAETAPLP
Target sequence (P41143 whole entry, looked up): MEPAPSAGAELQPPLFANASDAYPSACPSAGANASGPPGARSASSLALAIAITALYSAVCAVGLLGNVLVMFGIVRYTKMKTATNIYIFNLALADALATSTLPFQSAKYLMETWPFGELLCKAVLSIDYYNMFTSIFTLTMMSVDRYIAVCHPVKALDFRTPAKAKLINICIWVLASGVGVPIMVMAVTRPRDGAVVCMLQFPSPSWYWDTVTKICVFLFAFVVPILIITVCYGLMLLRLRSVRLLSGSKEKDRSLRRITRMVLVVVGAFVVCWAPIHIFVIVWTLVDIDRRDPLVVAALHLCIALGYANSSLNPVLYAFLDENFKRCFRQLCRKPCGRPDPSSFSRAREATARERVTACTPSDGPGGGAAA
Ecoli viability – E. coli V3065 growth inhibition, primary screen, counter-screen for AddAB inhibitor project, absorbance, OD600; inhibition, % at 11.9 µM; 18 h; hit rate 0.27% among 330,000;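 active = inhibition above the campaign's mean inhibition across all tested compounds plus 3 SD, cut at about 9.9% in these data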;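 also: uninfected addAB+ strain grown without phage in ampicillin broth; 0% = DMSO wells and 100% = ciprofloxacin 0.95 µg/ml wells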
PKA-R2B act – activators of PKA-R2B holoenzyme, primary screen, biochemical, fluorescence polarization, Cy5-IP20, human | cAMP-dependent protein kinase catalytic subunit beta (Homo sapiens) + cAMP-dependent … | PKA-R2B holoenzyme dissociation; R2B truncated from residue 108, S112A mutant; 0% DMSO only, 100% 113 µM cGMP | activation, % at 11.4 µM | hit rate 0.079% among 340,000 | AID 504700, 2011;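 active = activation above a cutoff set at the mean over all compounds plus 3 SD, cut at about 18% in these data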;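 also: higher means more holoenzyme dissociation and a rise in polarization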
Tat export inh – E. coli Tat export inhibitors, primary screen, MC4100, TorA-mCherry reporter, fluorescence, single point; inhibition, % at 10 µM; hit rate 0.036% among 340,000; AID 488895, 2010;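 active = mean replicate inhibition at least 50% and at least half of replicates individually reaching 50%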;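 also: exported cargo escapes ClpAP degradation while cytoplasmic cargo is degraded and loses fluorescence; 0% = median of neutral control wells and 100% = median of NaSCN control wells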
HTR5A inv ctr – HTR5A inverse agonists in luminescence cell assay, primary screen, counter-screen for OPRM1-OPRD1 heterodimer inverse agonist project, full-deck HTS | HTR5A cell line, inverse agonism | 5-hydroxytryptamine receptor 5A (Homo sapiens), P47898 | hit rate 0.083% among 340,000 | inhibition, % at 9.3 µM; in the data active = inhibition mostly above about 23%, no sharp cut-off; inactive = mostly below about 18%;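 also: 0% = cells with DMSO and 100% = no-cell wells with DMSO; some compounds called inactive have numbers as strong as hits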
PKA-R1A act – activators of PKA-R1A holoenzyme, primary screen, biochemical, fluorescence polarization, Cy5-IP20, bovine R1A, mouse PKAc. activation, % at 11.4 µM. hit rate 0.083% among 340,000. AID 504707, 2011. PKA-R1A dissociation; scaled: DMSO 0%, 113 µM cGMP 100%. cAMP-dependent protein kinase type I-alpha regulatory subunit (Bos taurus) + …;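 active = percent activation above the mean of all tested compounds plus 3 SD, cut at about 19% in these data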;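 also: higher means more PKAc released from R1A so a rise in polarization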
AddAB inh – growth inhibition of E. coli expressing H. pylori AddAB, primary screen, AddAB inhibitor project, absorbance; AID 435030, 2010; inhibition, % at 11.9 µM; hit rate 0.29% among 330,000; in the data active = inhibition above about 12%;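 also: 0% = vehicle wells of infected cells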
SUMO Mot1 rescue – yeast Mot1-301 growth rescue at high temperature, primary screen, SUMOylation pathway inhibitor project, S. cerevisiae, ATP luminescence, 38.5C; S. cerevisiae Mot1-301 growth rescue; percent above DMSO median, 100 means doubled; AID 2716, 2010; hit rate 1% among 320,000; growth rescue, % at 18.8 µM;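 active = every valid replicate shows activation above 250% relative to neutral control wells; inactive = the rest, any valid replicate at or below 250%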;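 also: OY570 slx delta 5 strain wells were the positive control but not used for scaling; some compounds called inactive have numbers as strong as hits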
OPRM1-OPRD1 inv – inverse agonists of MOR-DOR heterodimerization, primary screen, cell-based, luminescence. cell-based MOR-DOR heterodimer luminescence, inverse agonism. Mu-type opioid receptor (Homo sapiens) + Delta-type opioid receptor (Homo sapiens), …. inhibition, % at 9.3 µM. hit rate 0.21% among 340,000; in the data active = inhibition above about 22%, passing the limit was not always enough;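 also: 0% = cells with DMSO and 100% = wells without cells with DMSO; values of inactives mirror those of a sister screen read the other way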
phage Ecoli inh – growth loss of phage-infected E. coli, primary screen, RecBCD inhibitor project, absorbance, with phage, HTS; hit rate 0.26% among 360,000; inhibition, % at 11.9 µM; in the data active = inhibition above about 11%
PfHsp90 set2 – growth inhibition of PfHsp90-expressing yeast, primary screen, antimalarial PfHsp90 inhibitor project, S. cerevisiae, BacTiter-Glo luminescence, single point, set 2. BacTiter-Glo ATP, 48 h; yeast lacking PDR1 and PDR3 efflux regulators. inhibition, % at 9.4 µM. hit rate 0.32% among 310,000;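 active = every replicate shows inhibition above about 80%, whatever the replicate mean, limit read from the data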;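 also: 0% = DMSO neutral controls and 100% = 20 µM radicicol positive controls; yeast relying on Plasmodium falciparum Hsp90 in place of its own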
* hit, by the source's call; · = not tested or not shown; + = active, no number.

Value order: MOR-DOR ag | Ecoli viability | PKA-R2B act | Tat export inh | HTR5A inv ctr | PKA-R1A act | AddAB inh | SUMO Mot1 rescue | OPRM1-OPRD1 inv | phage Ecoli inh | PfHsp90 set2
1. Cc1cccc(OCCCC(=O)NC(C)c2ccccc2)c1 (stereo not drawn)
  -1.4 | -2.5 | -4.0 | 2.4 | 7.6 | -11.3 | 2.9 | 332.4 | 7.1 | 1.5 | ·
2. NC(=O)c1nn(-c2ccccc2)nc1N
  0.6 | 0.7 | 4.1 | 5.0 | 16.4 | 5.3 | 1.6 | -2.3 | -3.4 | 1.1 | 9.1
3. Cc1cccc(-c2nc3ccccc3c(=O)n2NC(=O)c2cccs2)c1
  -2.9 | 3.2 | 0.6 | -3.7 | -6.6 | -12.1 | 2.3 | 2.7 | 15.5 | 2.0 | 1.0
4. Cc1ccc(CN2CCN(/N=C/c3ccc(C(F)(F)F)cc3)CC2)cc1
  -0.7 | -0.2 | -3.5 | 0.4 | 3.3 | 6.2 | 4.4 | 198.7 | 3.3 | 3.4 | 5.4
5. COc1ccc(N=C2NC(=O)S/C2=C\c2ccc(N(C)C)cc2)cc1
  -2.9 | -1.3 | -6.5 | -0.2 | 17.4 | -4.7 | -0.4 | -26.6 | 18.4 | 1.8 | 26.1
6. COc1ccc(-c2[nH]ncc2CN2CCN(Cc3cccs3)CC2)cc1F
  3.0 | -1.7 | -9.0 | 19.3 | -2.6 | -6.3 | 0.3 | 23.3 | -15.9 | 1.9 | -4.6
7. O=C(c1ccc(CS(=O)Cc2cccc(Cl)c2)o1)N1CCN(C2CCCCC2)CC1 (stereo not drawn)
  -3.4 | -0.5 | -2.0 | 6.3 | 2.0 | -1.4 | 2.7 | 0.1 | 17.4 | 3.8 | 1.9
8. COCCn1c(SCc2ccc(Cl)cc2)nc2c1c(=O)[nH]c(=O)n2C
  -2.0 | 0.2 | -0.8 | -0.2 | -5.6 | -4.6 | 2.9 | + | 10.1 | 2.5 | 0.2
9. CC(=O)Oc1cc2c(cc1Cl)C(c1cccs1)CC1(CC(C)(C)NC(=S)N1)O2 (stereo not drawn)
  -2.9 | -0.3 | -1.5 | 4.7 | 4.6 | -4.9 | -0.9 | 1.3 | 20.4 | 4.5 | 15.1
10. CC(=O)Nc1ccc(S(=O)(=O)NCCC(=O)OCC(=O)c2ccc(Br)cc2)cc1
  -4.7 | 2.0 | -2.3 | 5.7 | 4.1 | 11.3 | 0.9 | 78.1 | 24.3 | 6.6 | -15.1
11. CCCC(C(=O)NC1CCCCC1)N(Cc1ccco1)C(=O)CNS(=O)(=O)c1ccccc1 (stereo not drawn)
  -4.1 | 0.3 | 6.4 | -1.8 | 9.7 | 9.1 | 2.9 | 8.8 | 18.1 | -0.6 | -7.3
12. CCOc1ccccc1N(CC(=O)Nc1ccccc1F)S(=O)(=O)c1ccccc1
  -1.7 | 1.2 | -7.2 | -7.5 | -2.0 | -6.0 | 1.5 | 15.5 | 8.2 | 4.5 | -15.6
13. Cc1cccc(NC(=O)C(Cc2ccccc2)n2cccc2)c1 (stereo not drawn)
  4.4 | -2.8 | 1.8 | 0.4 | 11.5 | 4.1 | 3.5 | 12.3 | -23.4 | -1.5 | 4.1
14. COc1ccccc1C(=O)COC(=O)c1nc2nc(C)cc(C)n2n1
  -1.7 | -1.1 | -4.4 | 16.1 | -0.3 | -3.6 | -2.9 | 261.7 | 11.0 | -1.9 | -24.3
15. O=C(c1ccc(F)cc1)N1CCN(c2cnn(-c3ccccc3)c(=O)c2Cl)CC1
  -0.7 | -1.2 | -3.8 | -9.9 | -3.3 | -13.5 | -0.5 | -0.1 | 3.6 | 4.4 | -12.6
16. CC(NCC(O)COc1ccc2ccccc2c1)c1ccccc1 (stereo not drawn)
  6.5 | 1.7 | 1.0 | -6.2 | -22.2 | -9.3 | 0.8 | 85.2 | -36.0 | 3.4 | 12.1
17. O=C1CCC(C(=O)Nc2cccc(C(F)(F)F)c2)N1 (stereo not drawn)
  -4.6 | -2.1 | -9.1 | -9.1 | -15.9 | 3.8 | -1.6 | 35.0 | 21.2 | 3.1 | 12.4
18. CO[C@@H]1O[C@@H]2COC(c3ccccc3)O[C@@H]2[C@@H](OC)[C@@H]1O (stereo partly drawn)
  -0.1 | -2.3 | -12.6 | 29.5 | -18.1 | -8.6 | -2.4 | 27.8 | 0.5 | 2.0 | -28.3
19. COc1ccc(-n2c(SCCNCCO)nc3sc4c(c3c2=O)CCCC4)cc1
  -1.8 | -2.3 | 10.0 | 1.7 | 3.3 | -11.3 | 0.5 | -11.8 | 9.9 | 1.5 | 5.2
20. CC(C)(C)n1nc2c(c1NC(=O)c1ccccc1)CS(=O)(=O)C2
  -3.0 | 0.9 | 1.0 | -4.8 | 5.2 | 3.1 | 0.7 | · | 13.9 | 2.8 | -14.0

(continued)
No.	molecule	MOR-DOR ag	Ecoli viability	PKA-R2B act	Tat export inh	HTR5A inv ctr	PKA-R1A act	AddAB inh	SUMO Mot1 rescue	OPRM1-OPRD1 inv	phage Ecoli inh	PfHsp90 set2
21	CC(=O)Nc1ccc2c(c1)nc(CCN1CCN(C)CC1)n2C	-0.7	2.4	-4.3	-8.3	-0.8	-0.6	2.6	624.7	3.7	3.4	8.1
22	COc1ccc(/C=C/C(=O)N(C)C2CCS(=O)(=O)C2)cc1OC (stereo not drawn)	-2.0	3.9	-8.5	-3.6	-4.6	1.6	4.3	53.0	10.0	2.5	-0.5
23	COc1ccc(S(=O)(=O)N(CCc2ccccc2)CC(=O)O)cc1Cl	-2.1	-1.1	-7.2	8.8	-1.0	-3.7	-0.7	-11.3	11.5	2.0	-20.2
24	COC(=O)c1ccc(NCN2C(=O)C3C4CCC(C4)C3C2=O)cc1 (stereo not drawn)	-2.0	2.1	-3.4	-1.2	1.0	-5.7	-1.2	-14.5	12.8	4.7	·
25	CC(=O)C1C(=O)c2c(cccc2[N+](=O)[O-])C1=Nc1cccc(Cl)c1 (stereo not drawn)	1.4	-1.3	-4.9	7.2	-16.6	7.6	-1.5	4.1	-7.4	3.1	-29.2
26	CCCCCCc1nc(C(N)=O)c2[nH]c(=O)n(-c3ccc(OC)cc3OC)c2n1	1.2	-0.3	-1.3	8.7	-17.9	3.5	-0.6	0.9	-6.4	0.6	4.9
27	CCOc1ccc(-c2nn[nH]n2)cc1OCC	-0.2	-2.2	7.2	-3.6	0.8	-0.2	1.5	1.4	1.2	0.8	-0.4
28	CCOC(=O)N1CCc2c(sc(NC(=O)C3COc4ccccc4O3)c2C(N)=O)C1 (stereo not drawn)	0.7	1.1	-2.4	2.7	-95.3	1.5	-1.5	-8.7	-3.4	-2.0	12.7
29	CCCC(NC(=O)Cc1c(C)c2c(cc(C)c3c(C)coc32)oc1=O)C(=O)O (stereo not drawn)	-2.4	-3.4	7.0	1.1	7.3	-0.2	-1.7	20.6	13.7	1.3	6.1
30	c1ccc(COCC2CCNCC2)cc1	-0.6	1.1	6.5	-8.6	-10.6	5.2	1.1	6.5	2.8	2.8	-10.1
31	CCOC(=O)C(=O)N/N=C/c1ccco1	-2.5	-0.2	-13.8	-1.8	5.8	9.7	1.3	21.6	12.5	1.6	-11.4
32	O=C(COC(=O)/C=C/c1ccc(OC(F)F)cc1)NC(=O)NC1CCCCC1	3.6	2.0	4.5	1.9	-4.4	3.1	0.2	0.2	-18.6	-0.4	-7.5
33	COc1cc2c(cc1NC(=O)COC(=O)C1CC(=O)N(Cc3ccco3)C1)oc1ccccc12 (stereo not drawn)	-0.7	-0.6	7.2	-4.9	-31.9	0.6	0.9	9.3	3.9	2.4	7.4
34	Cc1ccc2cc(CN(C(=O)c3ccco3)c3ccccc3C)c(=O)[nH]c2c1	-0.2	1.2	-0.7	-7.3	-1.6	-7.9	1.9	-7.2	1.4	3.1	-17.3
35	CC(C)(C)OC(=O)NCc1n[nH]c(=S)n1C1CC1	-1.2	-0.3	9.8	-6.7	-15.0	5.0	4.0	3.6	6.2	10.5	10.2
36	Cc1ccc(NC(=O)CSc2nnc(-c3ccncc3)n2C)cc1S(=O)(=O)N1CCOCC1	1.0	-0.9	1.5	-7.4	-5.6	1.0	0.2	-21.9	-5.1	3.6	0.2
37	CN(C)C1=NC[C@H](Cc2ccccc2)N1CCCCc1ccccc1	-0.8	0.5	-12.2	-0.3	2.4	-1.3	3.2	599.9	4.3	1.6	12.1
38	CC1CCN(c2ncccc2C(=O)O)CC1	-2.1	0.7	-4.9	-2.0	23.0	2.1	-1.2	-9.3	11.6	2.6	9.4
39	Cn1ccs/c1=N\S(=O)(=O)c1ccc(Br)cc1	-0.1	0.9	-8.7	-2.1	-9.2	-5.2	-1.0	·	0.5	2.2	2.0
40	CCOC(=O)Cn1c(=S)[nH]c2c(oc3ccc(Cl)cc32)c1=O	-1.5	-0.4	16.2	-6.1	7.2	1.9	2.3	·	9.6	2.2	-25.2
41	Cc1cc(C)c(N(CC(=O)NC(C)(C)C)C(=O)CNC(=O)c2cccs2)c(C)c1	·	-0.4	·	-11.3	·	·	3.3	4.6	·	3.5	-12.8
42	C=CCNC(=S)NNC(=O)C(CCC(C)C)CC(C)O (stereo not drawn)	-1.5	0.5	0.0	-1.0	7.1	6.0	3.3	26.1	7.4	0.1	-10.2
43	CC(C)(C)C(=O)Nc1ccc(NC(=O)c2ccco2)nc1	-0.8	-1.1	-10.6	-12.3	-3.5	-3.6	1.5	-0.7	4.2	-0.1	18.8

Profiles as entered above. Values in the order: MOR-DOR ag	Ecoli viability	PKA-R2B act	Tat export inh	HTR5A inv ctr	PKA-R1A act	AddAB inh	SUMO Mot1 rescue	OPRM1-OPRD1 inv	phage Ecoli inh	PfHsp90 set2
COc1ccccc1C(=O)COC(=O)c1nc2nc(C)cc(C)n2n1 across the screens: -1.7	-1.1	-4.4	16.1	-0.3	-3.6	-2.9	261.7	11.0	-1.9	-24.3
COCCn1c(SCc2ccc(Cl)cc2)nc2c1c(=O)[nH]c(=O)n2C across the screens: -2.0	0.2	-0.8	-0.2	-5.6	-4.6	2.9	+	10.1	2.5	0.2
O=C1CCC(C(=O)Nc2cccc(C(F)(F)F)c2)N1 (stereo not drawn) across the screens: -4.6	-2.1	-9.1	-9.1	-15.9	3.8	-1.6	35.0	21.2	3.1	12.4

Outcome played no part in choosing rows; 2.2% or so of the library scored in one or more.
